Screening results: PubChem BioAssay, several laboratories
CCHF vOTU inh: CCHFV vOTU protease inhibitors, primary screen, biochemical, Pep-AMC substrate, fluorescence | Crimean-Congo hemorrhagic fever virus L polyprotein viral ovarian tumor (vOTU) protease … | inhibition, % at 11.5 µM | actives 0.55% (n = 370,000) | AID 651958, 2012; in the data active = inhibition above about 30%; note: 0% = vehicle wells with enzyme and 100% = no enzyme wells
MazEF act: activators of E. coli MazEF toxin-antitoxin RNase, primary screen, biochemical, fluorescence, uHTS; Endoribonuclease toxin MazF (Escherichia coli (strain K12)), P0AE70; FAM/BHQ RNA-DNA oligo cleavage fluorescence, 5 h; actives 0.32% (n = 350,000); activation, % at 20 µM; in the data active = activation above about 50%
Target sequence (P0AE70 whole entry, looked up): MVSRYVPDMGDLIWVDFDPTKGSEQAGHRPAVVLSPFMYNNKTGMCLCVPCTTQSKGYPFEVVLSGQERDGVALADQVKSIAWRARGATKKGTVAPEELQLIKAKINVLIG
BH1578 lux ind: inducers of Vibrio cholerae quorum light production without autoinducers, primary screen, BH1578 luxS cqsA deficient, single point. V. cholerae BH1578 lux reporter, luminescence, 6 h. activation, % at 18.7 µM. actives 0.16% (n = 350,000); in the data active = activation mostly above about 9.7%, no sharp cut-off; note: not every result past the cut was called active; inactives centre near 0; reference of the scale not given here
VHR inh abs: VHR1 phosphatase inhibitors, primary screen, biochemical, absorbance, uHTS; inhibition, % at 13.3 µM; AID 1654, 2009; recombinant VHR phosphatase, pNPP absorbance; actives 0.52% (n = 290,000); in the data active = inhibition above about 50%; note: some compounds called inactive have numbers as strong as hits
Target sequence (P51452 whole entry, looked up): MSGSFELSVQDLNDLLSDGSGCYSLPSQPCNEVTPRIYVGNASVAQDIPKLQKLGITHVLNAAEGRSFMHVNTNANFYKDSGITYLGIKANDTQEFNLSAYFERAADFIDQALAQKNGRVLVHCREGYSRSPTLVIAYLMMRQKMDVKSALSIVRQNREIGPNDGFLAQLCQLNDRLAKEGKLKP
Rv3671c inh: Rv3671c serine protease inhibitors, primary screen, biochemical, fluorescence polarization, M. tuberculosis H37Rv | inhibition, % at 5.96 µM | P9WHR9 | actives 0.048% (n = 320,000) | AID 2606, 2010; in the data active = inhibition above about 38%;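 note: extracellular domain of Rv3671c used as enzyme; 0% = enzyme with DMSO and 100% = no enzyme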
Target sequence (P9WHR9 whole entry, looked up, the tested form may be a part): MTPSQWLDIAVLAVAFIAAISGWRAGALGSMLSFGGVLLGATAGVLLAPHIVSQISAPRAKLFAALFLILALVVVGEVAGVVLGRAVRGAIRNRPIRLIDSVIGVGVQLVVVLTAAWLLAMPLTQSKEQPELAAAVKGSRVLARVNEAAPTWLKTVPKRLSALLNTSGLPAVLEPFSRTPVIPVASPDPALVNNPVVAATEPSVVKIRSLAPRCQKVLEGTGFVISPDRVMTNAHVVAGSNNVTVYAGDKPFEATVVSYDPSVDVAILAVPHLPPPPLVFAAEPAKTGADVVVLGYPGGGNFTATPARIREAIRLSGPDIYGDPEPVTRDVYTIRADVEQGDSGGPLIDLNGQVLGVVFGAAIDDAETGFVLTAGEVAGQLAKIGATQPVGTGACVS
3CLpro inhibitor: SARS-CoV 3CLpro protease inhibitors, primary screen, biochemical, quenched FRET; Replicase polyprotein 1ab (Severe acute respiratory syndrome coronavirus), P0C6X7; recombinant SARS-CoV 3CLpro, quenched FRET peptide cleavage; inhibition, % at 6 µM; actives 0.14% (n = 290,000); in the data active = inhibition above about 12%
Yp Topo-I inh: Yersinia pestis topoisomerase I inhibitors, primary screen, biochemical, cleavage product accumulation, plate reader, single point. Y. pestis Topo-I cleavage product accumulation. AID 504884, 2011. DNA topoisomerase I (Yersinia pestis CO92). actives 0.064% (n = 360,000). activity, % at 10 µM; in the data active = activity above about 50%, passing the limit was not always enough; note: inactives centre near 2
TcdB GH inh: TcdB glycohydrolase inhibitors, primary screen, biochemical, single point, plate reader | Toxin B (Clostridioides difficile), P18177 | TcdB glycohydrolase enzymatic assay | inhibition, % at 9.99 µM | actives 0.24% (n = 350,000); in the data active = inhibition above about 10%
PrPC TRFRET: inhibitors of human cell surface prion protein PrPC, primary screen, cell-based, TR-FRET; Major prion protein (Homo sapiens), P04156; TR-FRET read-out; inhibition, % at 13.8 µM; actives 0.43% (n = 370,000); in the data active = inhibition above about 24%; note: 0% = median of the test wells and 100% = reference compound wells
SSB-PriA inh: inhibitors of Klebsiella pneumoniae PriA binding to SSB C-terminal tail, primary screen, biochemical, AlphaScreen. inhibition, % at 33 µM. AlphaScreen SSBct-PriA binding, biotinylated peptide. AID 1272365, 2023. actives 0.6% (n = 430,000); in the data active = inhibition mostly above about 37%, no sharp cut-off; inactive = mostly below about 20%;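 note: plate controls were negative control peptide for no effect and reference peptide for full effect; strong numbers were not always called active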
Starred values were filed as active, the others as inactive; i = inactive; . = not tested or not shown; & = joins results of further samples.

Preview (2 entries):
compound,CCHF vOTU inh,MazEF act,BH1578 lux ind,VHR inh abs,Rv3671c inh,3CLpro inhibitor,Yp Topo-I inh,TcdB GH inh,PrPC TRFRET,SSB-PriA inh
CC(C)c1ccc(C(CC(=O)O)N2Cc3ccccc3C2=O)cc1 (configuration not stated),-3,10,-2.3,.,-3,1,4,-2.6,9,-10
CCOc1ccc(-n2c(SCC(=O)NCc3ccco3)nc3c(c2=O)SCC3)cc1,10,5,.,6,8,-2,-1,.,-16,1&-13

All compounds of this part, repeating the preview:
compound,CCHF vOTU inh,MazEF act,BH1578 lux ind,VHR inh abs,Rv3671c inh,3CLpro inhibitor,Yp Topo-I inh,TcdB GH inh,PrPC TRFRET,SSB-PriA inh
CC(C)c1ccc(C(CC(=O)O)N2Cc3ccccc3C2=O)cc1 (configuration not stated),-3,10,-2.3,.,-3,1,4,-2.6,9,-10
CCOc1ccc(-n2c(SCC(=O)NCc3ccco3)nc3c(c2=O)SCC3)cc1,10,5,.,6,8,-2,-1,.,-16,1&-13
COc1ccc(Cl)cc1S(=O)(=O)Nc1ncn[nH]1,-3,-24,-0.3,15,-4,1,-7,1.6,2,12
Fc1ccc(-n2nnnc2-c2cnc(-c3cccs3)nc2C(F)(F)F)cc1,14,-2,-7.1,-2,-7,3,-4,.,53*,-14
Oc1ccccc1/C=N/NP(=S)(c1ccccc1)c1ccccc1,28,8,-1.8,30,-2,4,-12,1.4,3,.
CCn1c(-c2cc(-c3cccc(OC)c3)nc3ccccc23)n[nH]c1=S,7,-4,i,6,-4,-1,10,1.9,-4,16
Cc1ccc2cc(NC(=O)C3(C)CCN3C(C)C)ccc2n1 (configuration not stated),-2,.,-4.5,.,.,.,-2,0.3,-9,.
O=C(COc1ccc([N+](=O)[O-])cc1)Nc1ccc(N2CCN(C(=O)c3ccco3)CC2)cc1,-1,6,i,-3,3,-5,5,-2.7,-10,-1
C=CCOc1cccc(C2/C(=C(/O)c3ccccc3)C(=O)C(=O)N2CCN2CCOCC2)c1 (configuration not stated),18,1,-7.1,6,1,1,-9,.,0,.
O=C(c1ccco1)N1CCN(S(=O)(=O)c2ccc(F)cc2)CC1,-4,5,i,-1,-27,2,-6,.,-7,-3
CCN(CC)C(=O)[C@H]1C[C@H](CC(=O)NC/C=C(\C)CCC=C(C)C)C(=O)N2CCc3c([nH]c4cc(CCC(=O)N(C)C)ccc34)[C@]12C,.,8,-0.5,.,.,.,26,.,.,8
O=C(NNC(=S)NCc1ccccc1)c1ccc2c(c1)OCO2,-1,-6,-0.7,8,0,-1,-1,2.0,1,3
Cc1cc(C(F)F)nn1CC(=O)NCc1ccc(Cl)cc1Cl,3,-21,0.1,-10,-1,3,3,.,-3,-10
CCOC(=O)c1cnc2nc(C(F)(F)F)[nH]n2c1=O,7,-2,17*,-16,-6,0,-1,.,0,-1
Cc1nn(C(C)CC(=O)O)c(C)c1Br (configuration not stated),-4,13,-7.1,24,1,-2,11,-0.1,8,-7
c1cncc(-c2nc3cc4ccccc4cc3[nH]2)c1,-5,3,i,40,-2,-9,-14,3.1,-22,-10
CNC(=O)NC(=O)CSc1nnc(-c2ccc(F)cc2)n1CC1CCCO1 (configuration not stated),-4,-1,-0.3,-6,-1,0,-11,0.0,-5,-14
C=CCc1cccc(/C=N/c2ncccc2O)c1O,59*,-11,-8.0,-8,-7,2,-4,.,-8,.
Cc1sc2nc(-c3ccccc3)oc(=O)c2c1C,7,7,-1.0,-2,-11,-2,0,0.4,-2,-8
C=CCn1c(SCC(=O)c2c(N)n(C)c(=O)n(C)c2=O)nnc1-c1ccoc1C,8,4,i,.,-3,.,-4,0.7,-14,-7
CCCCc1c(O)nc(SCC(=O)N2CCOCC2)n(-c2ccccc2OC)c1=O,-1,-3,-4.0,-7,-10,-2,-7,-1.0,0,5
Cc1ccccc1-c1nc2sc3c(c2c(=O)n1N)CCCC3,10,0,-0.4,28,-7,3,-1,.,2,-8
Cc1cc(N/N=C/c2c(O)ccc3ccccc23)nc(-c2ccccc2O)n1,-15,-3,-0.1,2,2,5,4,-1.0,0,.
Cc1ccc(C=NNc2nc3c([nH]2)c(=O)n(C)c(=O)n3C)cc1,13,11,i,.,.,.,7,-5.2,-8,-7
O=c1cc(CO)[nH]nc1CO,-3,4,i,.,.,.,-6,1.2,-4,.
Cc1n[nH]c(C)c1CCN(C)Cc1cn(C)nc1-c1ccccc1F,13,20,-1.0,22,-7,1,2,-0.9,1,0
Cc1cc(=O)[nH]c(SCC(=O)N2CCc3ccccc3C2)n1,10,0,-0.7,13,4,2,-1,1.2,5,-5
CCN(CC)CCN=Cc1c(O)n(Cc2ccco2)c(=O)[nH]c1=O,-7,9,-0.4,-1,6,4,1,-0.3,3,-5
Cc1cc(C(=O)OCC(=O)Nc2ccccc2C#N)c(C)o1,-5,10,390*,.,.,.,1,1.4,-3,-5
CC(C)(C)c1ccc(OCCC(=O)OCC(=O)Nc2cccnc2Cl)cc1,-1,0,-0.7,.,-5,.,30,2.2,6,-15

A few values from the entries so far:
Value of C=CCc1cccc(/C=N/c2ncccc2O)c1O in MazEF act: -11
Value of Cc1ccc(C=NNc2nc3c([nH]2)c(=O)n(C)c(=O)n3C)cc1 in PrPC TRFRET: -8
Value of COc1ccc(Cl)cc1S(=O)(=O)Nc1ncn[nH]1 in CCHF vOTU inh: -3
Value of CCn1c(-c2cc(-c3cccc(OC)c3)nc3ccccc23)n[nH]c1=S in Yp Topo-I inh: 10
Value of Fc1ccc(-n2nnnc2-c2cnc(-c3cccs3)nc2C(F)(F)F)cc1 in Rv3671c inh: -7

Fetched by compound from the entries so far:
compound,CCHF vOTU inh,MazEF act,BH1578 lux ind,VHR inh abs,Rv3671c inh,3CLpro inhibitor,Yp Topo-I inh,TcdB GH inh,PrPC TRFRET,SSB-PriA inh
Fc1ccc(-n2nnnc2-c2cnc(-c3cccs3)nc2C(F)(F)F)cc1,14,-2,-7.1,-2,-7,3,-4,.,53*,-14
Cc1ccc(C=NNc2nc3c([nH]2)c(=O)n(C)c(=O)n3C)cc1,13,11,i,.,.,.,7,-5.2,-8,-7
O=C(NNC(=S)NCc1ccccc1)c1ccc2c(c1)OCO2,-1,-6,-0.7,8,0,-1,-1,2.0,1,3

An excerpt of these results, with values under each structure:
Each structure is followed by: CCHF vOTU inh	MazEF act	BH1578 lux ind	VHR inh abs	Rv3671c inh	3CLpro inhibitor	Yp Topo-I inh	TcdB GH inh	PrPC TRFRET	SSB-PriA inh
- CCCCc1c(O)nc(SCC(=O)N2CCOCC2)n(-c2ccccc2OC)c1=O
 : -1	-3	-4.0	-7	-10	-2	-7	-1.0	0	5
- Cc1ccccc1-c1nc2sc3c(c2c(=O)n1N)CCCC3
 : 10	0	-0.4	28	-7	3	-1	.	2	-8
- Cc1cc(N/N=C/c2c(O)ccc3ccccc23)nc(-c2ccccc2O)n1
 : -15	-3	-0.1	2	2	5	4	-1.0	0	.
- Cc1ccc(C=NNc2nc3c([nH]2)c(=O)n(C)c(=O)n3C)cc1
 : 13	11	i	.	.	.	7	-5.2	-8	-7

The results go on.
compound,CCHF vOTU inh,MazEF act,BH1578 lux ind,VHR inh abs,Rv3671c inh,3CLpro inhibitor,Yp Topo-I inh,TcdB GH inh,PrPC TRFRET,SSB-PriA inh
O=C(NCc1cccs1)c1ccc2c(c1)OCCO2,5,2,-0.4,-12,1,3,3,.,3,-18
CCOc1ccc(S(=O)(=O)N2CCN(C(=O)CN3C(=O)NC4(CCCC4)C3=O)CC2)cc1,-3,12,-0.3,.,2,.,-4,0.5,1,-5
C=CCNC(=O)C1CC2Cn3c(nc4ccccc43)C2N1C (configuration not stated),10,5,i,11,-6,.,-1,-0.3,-5,5
COCCNC(=O)CN(Cc1ccc2c(c1)OCO2)C(=O)CCC(=O)Nc1nccs1,5,2,-0.5,14,0,-3,-4,.,-1,-5
CCn1c(SCC(=O)Nc2cc(OC)c(OC)c(OC)c2)nnc1-c1cccs1,-12,1,i,3,-3,-1,3,.,3,-5
COc1ccc2c(Cl)c(C(=O)N/N=C3\CCCC(=O)C3)sc2c1,16,-121,2.8,18,3,4,-13,-2.3,-2,.
CC(C)Cn1c([N+](=O)[O-])nc2c1c(=O)[nH]c(=O)n2C,7,-1,-0.3,4,1,2,-3,0.6,8,-15
Nc1ccc2cn[nH]c2c1,2,11,i,1,0,8,-8,0.2,6,3
CC(Oc1ccc(Cl)cc1Cl)C(=O)OCC(=O)c1c(N)n(C)c(=O)n(C)c1=O (configuration not stated),-9,5,2.0,.,-13,.,16,1.4,7,4
COc1ccc(-c2cc(-c3ccccc3)c(C#N)c(SCC(=O)O)n2)cc1,-2,-6,-0.5,.,1,.,24,-2.7,6,5
COc1ccc(Cc2nnc(N/N=C/c3ccc(O)cc3)[nH]c2=O)cc1OC,10,-4,-0.4,6,4,4,0,.,11,.
Fc1ccccc1COc1ccc(Br)cc1CNCc1cccnc1,1,-15,-0.3,21,11,-3,18,1.5,5,-3
COC(=O)C1CCN(c2nc3ccccc3nc2C(C#N)C(=O)OCC(C)C)CC1 (configuration not stated),-3,-15,i,23,-1,0,-3,.,3,-2
CCOc1ccc(CCN2CN(CC)CNC2=S)cc1OCC,-11,-17,-0.5,8,-5,3,7,2.3,1,-5
COc1ccc(C(O)c2nc(-c3ccccc3C)cs2)cc1 (configuration not stated),34*,.,i,.,.,.,3,-1.1,3,.
Cc1cc(=O)[nH]c(NN=C2CCCCC2C)n1 (configuration not stated),3,-48,-0.4,.,.,.,5,-1.4,-4,-16
O=c1c2ccccc2nnn1-c1ccc(Br)cc1,1,0,0.6,16,1,2,-7,1.4,-24,-4
Cc1ccc2nc(Cl)c(CNCc3ccccc3)cc2c1,2,-3,i,29,-6,5,1,1.5,4,-23
CCOC(=O)Cn1c(=O)c(-c2ccccc2N)nc2ccccc21,7,-17,-0.5,-1,6,.,-5,1.5,-27,14
N#Cc1cnn(-c2nc(SCc3ccccc3)nc3sc4c(c23)CCCC4)c1N,13,-1,i,-4,-23,1,0,.,-8,-14
O=C(COC(=O)c1ccc(Br)o1)NCc1ccc(Cl)cc1,8,0,i,.,-6,.,5,1.9,4,-5
CC(=O)N1CCN(CCS(=O)(=O)c2cc(Cl)ccc2Cl)CC1,-1,0,i,.,2,.,5,-0.1,6,0
COC(=O)c1ccc(Oc2coc3cc(OCc4ccc([N+](=O)[O-])cc4)ccc3c2=O)cc1,11,-5,-0.3,12,1,-1,-1,0.2,6,5
Cc1ccc(C(=O)NCC(C)(C)N2CCOCC2)s1,4,-1,-0.9,19,-9,-3,-1,.,4,4
CCOC(=O)c1cc(-c2ccc(F)cc2)n(CC(=O)N2CCCC2)c1C,3,1,i,17,-5,1,-4,.,2,-3
c1ccc2oc(NC3=NCN(CC4CCCO4)CN3)nc2c1 (configuration not stated),-12,-10,-0.3,33,2,0,4,.,2,-12
COc1cc(OC)cc(-c2c(-c3ccc(C(C)=O)cc3)c3cc(-c4cccc5[nH]ccc45)ccc3n2C)c1,-11,-7,3.9,.,-8,.,6,-1.0,9,3
Cc1ccc(C)c(N2CCN(C(=O)c3ccc(Cn4c(=S)[nH]c5ccc(N6CCOCC6)cc5c4=O)cc3)CC2)c1,14,-17,i,6,-8,-1,5,0.9,2,-7

Some of the compounds tested; count on the stated rates, not on these rows.
